Screening data: PubChem BioAssay, several laboratories
PPC-1+TRAIL kill: compounds killing PPC-1 cancer cells with TRAIL present, primary screen, TRAIL potentiator project, ATPLite luminescence, uHTS; cell killing (% activity), % at 4 µM; AID 1443, 2008; PPC-1 cells + TRAIL, ATPLite viability luminescence; 0.41% of 220,000 active;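 active means cell killing above 50% in the first pass at 4 µM, then a duplicate retest at 5 µM averaging 50% or more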;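 further: plate controls were cells with TRAIL plus DMSO for no effect and medium-only wells lacking cells for full effect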
TRPML3 agonist: human TRPML3 channel agonists, primary screen, cell-based, HEK293 TRPML3-YFP, Fluo-8 calcium fluorescence, 3 µM; Mucolipin-3 (Homo sapiens), Q8TDD5; 100% = the carbachol control signal; activation, % at 3 µM; 0.29% of 220,000 active;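 active means activation above its plate's cutoff, the mean activation of the plate's test wells plus 3 SD, cut at about 12% in these data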;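 further: 0% = DMSO only wells and 100% = carbachol wells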
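Test system – HEK293 line with stable expression of human TRPML3-YFP channel · Control set – carbachol 87 µM final as high control (100%), DMSO as low control (0%) · Signal – Fluo-8 calcium dye fluorescence, ex 470-495, em 515-575 nm · Incubation – 1-h 37 °C dye load, 5-s basal, 120-s post-compound reads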
Tb hexokinase: Trypanosoma brucei hexokinase 1 inhibitors, primary screen, biochemical, G6PDH-coupled NADH absorbance, MLSCN library; hexokinase 1 [Trypanosoma brucei]; recombinant TbHK1, G6PDH-coupled NADH A340; inhibition, % at 10 µM; 0.11% of 220,000 active;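 active means inhibition of 50% or more in the single-dose primary screen; inactive means inhibition below 50%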
TRPN1 ag: zebrafish TRPN1 channel agonists, primary screen, cell-based, HEK293, calcium fluorescence; HEK293 zebrafish TRPN1-YFP, Fluo-8 calcium fluorescence; 100% = response to 87 µM carbachol; 0.18% of 220,000 active; transient receptor potential cation channel N1 (TRPN1/NompC), Danio rerio; activation, % at 3 µM;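 active means activation above its plate's cutoff, the mean activation of test wells on that plate plus 3 SD, cut at about 19% in these data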;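 further: 0% = DMSO alone and 100% = 87 µM carbachol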
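System: zebrafish TRPN1-YFP in HEK293 cells / Dosing: 3 µM single point / Timing: dye loading 1 h at 37 °C, then 30 min room temperature / Signal: Fluo-8 calcium fluorescence, excitation 470-495 nm, emission 515-575 nm / Read-out basis: percent activation from peak over basal fluorescence ratio, control-normalized / Control set: high carbachol 87 µM, low DMSO alone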
Thrombin inh: human alpha-thrombin inhibitors, primary screen, counter-screen for coagulation protease inhibitor project, biochemical, 1536-well, fluorogenic AMC substrate; Boc-VPR-AMC fluorogenic substrate cleavage; inhibition, % at 5 µM; Prothrombin (Homo sapiens), P00734; AID 1046, 2008; 0.26% of 220,000 active;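 active means inhibition at or above 40%; inactive means inhibition below 40%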;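 further: 0% = enzyme with no compound and 100% = wells without enzyme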
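Test system: human alpha-thrombin protein / Dosing: one concentration per compound, 5 µM, with 0.2% DMSO / Medium: pH 7.5 Tris-saline with Tween 20 / Benchmarks: no-compound enzyme wells and no-enzyme blanks / Read-out basis: percent inhibition of thrombin substrate cleavage / Timing: reaction at room temperature / Measured by: fluorescence, ex 355 nm, em 460 nm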
Furin inh: human furin inhibitors, primary screen, biochemical, fluorescence intensity. P09958. purified furin, fluorogenic substrate cleavage. inhibition, % at 30 µM. 0.061% of 220,000 active; in the data active means inhibition above about 25%; further: inactives centre near -15
EBV gp42 block: Epstein-Barr virus gp42 inhibitors, primary screen, biochemical, uHTS, fluorescence polarization | Glycoprotein 42 (Epstein-Barr virus (strain AG876)), Q1HVG2 | Fluorescence polarization binding assay, mP read-out | inhibition, % (tested at 21.74 µM) | 0.42% of 220,000 active | AID 1085, 2008; in the data active means inhibition above about 50%
Cl transport mod: KCC2 cotransporter modulators, thallium flux, primary screen, cell-based, HEK293 KCC2, FluoZin-2 fluorescence, MLSMR; KCC2 cells, thallium flux FluoZin-2 fluorescence; B-score of Tl+ flux slope (higher = more flux/activation; lower = inhibition) at 10 µM; 2.2% of 190,000 active;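 active means thallium flux slope and its plate-corrected score both differing from the plate sample mean at a set confidence after two filtering rounds, in either direction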;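 further: slope of fluorescence scaled to starting intensity during 10 to 20 s after thallium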
Target sequence (Q9H2X9 whole entry, looked up): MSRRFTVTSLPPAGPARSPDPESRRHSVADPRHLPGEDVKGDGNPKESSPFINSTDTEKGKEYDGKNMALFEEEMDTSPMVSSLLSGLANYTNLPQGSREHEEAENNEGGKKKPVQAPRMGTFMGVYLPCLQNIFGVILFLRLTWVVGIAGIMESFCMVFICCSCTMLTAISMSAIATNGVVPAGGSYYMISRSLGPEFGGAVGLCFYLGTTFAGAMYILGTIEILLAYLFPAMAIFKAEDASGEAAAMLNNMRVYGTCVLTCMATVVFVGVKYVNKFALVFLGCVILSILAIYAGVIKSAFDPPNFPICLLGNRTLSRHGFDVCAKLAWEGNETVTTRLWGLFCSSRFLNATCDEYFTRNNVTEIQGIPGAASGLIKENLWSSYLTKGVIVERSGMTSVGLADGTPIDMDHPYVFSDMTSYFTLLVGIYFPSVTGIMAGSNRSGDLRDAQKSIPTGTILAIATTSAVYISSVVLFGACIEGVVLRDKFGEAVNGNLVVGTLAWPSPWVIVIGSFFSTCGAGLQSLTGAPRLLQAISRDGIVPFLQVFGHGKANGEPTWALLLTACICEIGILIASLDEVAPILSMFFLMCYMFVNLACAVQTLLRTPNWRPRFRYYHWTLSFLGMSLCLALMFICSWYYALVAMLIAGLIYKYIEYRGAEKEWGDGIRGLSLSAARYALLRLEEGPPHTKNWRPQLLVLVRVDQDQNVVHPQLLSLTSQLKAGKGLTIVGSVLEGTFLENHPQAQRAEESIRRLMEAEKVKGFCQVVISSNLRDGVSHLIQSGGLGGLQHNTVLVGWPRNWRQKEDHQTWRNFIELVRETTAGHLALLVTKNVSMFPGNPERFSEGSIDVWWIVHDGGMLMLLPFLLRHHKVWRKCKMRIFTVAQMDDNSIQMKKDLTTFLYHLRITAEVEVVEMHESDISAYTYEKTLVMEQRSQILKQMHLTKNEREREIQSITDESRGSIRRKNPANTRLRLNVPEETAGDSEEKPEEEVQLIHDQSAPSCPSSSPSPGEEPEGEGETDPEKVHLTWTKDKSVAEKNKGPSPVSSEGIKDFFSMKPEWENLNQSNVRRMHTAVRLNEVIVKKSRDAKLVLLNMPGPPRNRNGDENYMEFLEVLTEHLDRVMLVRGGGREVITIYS
m-calpain inh: inhibitors of pig calpain II, primary screen, biochemical, fluorogenic peptide substrate, 1536-well; purified calpain II, 30 min; inhibition, % at 16 µM; AID 1236, 2008; 0.37% of 220,000 active;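 active means inhibition above about 50%, limit read from the data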
Active calls of the source: *; . = no result given; [ ] = dose if it differs, or a comment.

SMILES	PPC-1+TRAIL kill	TRPML3 agonist	Tb hexokinase	TRPN1 ag	Thrombin inh	Furin inh	EBV gp42 block	Cl transport mod	m-calpain inh
CC1(C)C2CCC1(C)C(OCCNCCOC(=O)Nc1ccccc1)C2 (stereo not drawn)	2.0	0.3	-7.5	-0.5	-6.8	-5.3	19.9	0.92	-6.6
Cc1cccc(NC(=O)NC(C)C(c2ccccc2)N2CCN(C)CC2)c1 (stereo not drawn)	22.9	0.4	3.0	0.0	-9.1	-1.0	-9.6	-0.0166	15.5
O=C(Nc1cccc(Cl)c1)c1cc(F)cc2c1OCOC2	16.6	0.0	-8.2	-1.2	-2.1	-15.3	-6.5	.	-1.4
Cn1c(Cn2c(C(F)(F)F)nc3ccccc32)nc2ccccc21	5.9	0.2	-3.0	-1.3	2.4	-0.4[20 µM]	10.7	.	4.5
O=C(CSc1ncnc2c1oc1ccccc12)N1CCN(c2ccccc2)CC1	.	0.9	0.5	2.2	.	-23.2[20 µM]	.	-0.216	.
CCCC(=O)Nc1c(-c2ccccc2)c(=O)c(C)nn1-c1ccccc1	12.8	0.4	0.3	0.4	-4.1	-16.5	-4.3	0.0697	15.8
CCCNC(=O)c1nn2cc(Br)cnc2c1Cl	17.5	0.7	-2.9	1.2	-3.5	-9.6	-10.2	.	-2.1
Cc1c(NC(=O)c2cc(-c3ccccc3)on2)c(=O)n(-c2ccccc2)n1C	12.5	0.0	-0.2	-0.4	5.6	-3.2[20 µM]	-23.4	.	5.5
C=CCn1c(Cc2cccs2)nnc1SCC(=O)Nc1ccc(OC)c(OC)c1	5.9	0.3	1.6	1.1	3.3	-12.0[20 µM]	-19.5	-0.645	-3.6
CNC(=O)c1csc(-c2ccccc2)n1	18.3	1.2	1.8	0.4	-1.9	-14.6[20 µM]	-12.6	-2.35	11.1
COC(=O)C1CC(O)CN1C(=O)c1ccco1 (stereo not drawn)	-4.5	0.5	2.1	2.4	0.1	-23.4[20 µM]	-2.7	.	-9.8
COc1ccc(C(=O)C2CCCN(C(=O)c3ccc4cc[nH]c4c3)C2)c(C)c1 (stereo not drawn)	17.6	2.1	3.4	-0.1	-10.1	-22.6	3.7	-1.06	7.2
O=C(Cc1ccccc1)NCC(=O)N1CCCCCC1	15.7	1.5	-5.1	-0.5	-0.4	-18.1[20 µM]	-18.1	.	-23.1
CC(=O)NNC(=O)CCn1c2c(c3ccccc31)CCCC2	-3.5	0.9	-3.9	1.3	-5.5	-12.3	-16.2	0.871	-22.0
CC1=Nc2ccccc2/C1=C\c1nc(-c2ccc(F)cc2)oc1O	14.0	0.4	-19.3	1.2	-1.8	-4.3[20 µM]	137.9*	0.324	-34.5
O=C(c1cc(-c2ccccn2)nc2ccc(Cl)cc12)N1CCN(CCc2ccccc2)CC1	23.7	0.4	-10.2	0.2	0.5	-22.2	-5.5	-0.363	2.3
N#C/C(=N\O)c1nc2ccccc2[nH]1	46.8	0.7	-30.8	-0.3	3.3	-20.4	-16.1	1.15	6.0
C=CCn1cc(C(=O)NCc2ccco2)c(=O)c2cc(S(=O)(=O)N3CCCCCC3)ccc21	13.7	0.6	-11.3	0.2	13.3	-14.7	-16.2	0.274	18.1
Oc1ccc(Nc2ncnc3scc(-c4ccccc4)c23)cc1	13.5	0.2	10.5	-2.5	-4.8	-22.5	-6.5	0.272	-10.9
O=C(CSc1nnnn1C1CCCCC1)NCc1ccco1	7.8	-0.5	2.5	0.1	2.7	-13.4	-14.7	.	9.1

Ordered by molar mass (descending): some entries from above
SMILES	PPC-1+TRAIL kill	TRPML3 agonist	Tb hexokinase	TRPN1 ag	Thrombin inh	Furin inh	EBV gp42 block	Cl transport mod	m-calpain inh
C=CCn1c(Cc2cccs2)nnc1SCC(=O)Nc1ccc(OC)c(OC)c1	5.9	0.3	1.6	1.1	3.3	-12.0[20 µM]	-19.5	-0.645	-3.6
O=C(Cc1ccccc1)NCC(=O)N1CCCCCC1	15.7	1.5	-5.1	-0.5	-0.4	-18.1[20 µM]	-18.1	.	-23.1
N#C/C(=N\O)c1nc2ccccc2[nH]1	46.8	0.7	-30.8	-0.3	3.3	-20.4	-16.1	1.15	6.0

Additional compounds.
SMILES	PPC-1+TRAIL kill	TRPML3 agonist	Tb hexokinase	TRPN1 ag	Thrombin inh	Furin inh	EBV gp42 block	Cl transport mod	m-calpain inh
CCOP(=O)(OCC)c1nc(-c2cccc3ccccc23)oc1N1CCOCC1	-5.9	-0.3	-22.7	0.9	-19.7	-229.4	-9.5	-1.03	-425.8
C=CCn1c(SCCC(=O)O)nc2c1c(=O)n(C)c(=O)n2C	3.4	0.3	-3.2	1.7	37.2	-9.2	10.4	.	14.1
CC(=O)NS(=O)(=O)c1ccc(NC(=O)CN2C(=O)C3C4C=CC(C4)C3C2=O)cc1 (stereo not drawn)	19.1	0.9	14.5	1.4	-11.8	-12.6	8.6	-0.0331	17.0
O=C(O)Cc1cc2c(s1)CCCCC2	1.4	0.3	0.5	2.1	0.7	-13.6	-11.9	0.585	-24.5
CCOc1cc(C2C(C#N)=C(N)OC3=C2C(=O)CC(C)(C)C3)cc([N+](=O)[O-])c1O (stereo not drawn)	0.3	-0.3	-2.6	1.4	-3.7	-20.9	-8.8	0.33	-25.3
Cc1ccc(-n2c3c(c(=O)[nH]c2=O)C(NS(=O)(=O)c2ccc(Cl)cc2)(C(F)(F)F)C(=O)N3)cc1 (stereo not drawn)	-44.9	0.6	-10.0	0.0	25.4	-6.5	4.4	-0.416	11.4
CC(C)c1nc(N2CCCC2)c(C#N)c2c1CCCC2	8.5	-0.2	-3.2	1.4	-2.9	-12.9[20 µM]	-19.0	-0.767	-31.4
Cc1cccc(-n2ncc3c(N(C)C4CCCCC4)ncnc32)c1	79.8*[5 µM]	.	-6.7	.	-2.4	-35.2	-7.8	-0.0166	10.6
CCOC(=O)CSc1nnc(CNC(=O)Cc2ccccc2)n1-c1ccccc1OC	9.9	0.0	9.7	-0.4	1.2	2.9	-13.7	.	-12.9
N#Cc1cc(-c2ccccc2)nnc1Oc1ccccc1Cl	19.2	0.8	-3.5	1.9	5.0	-20.6	-4.9	0.399	-2.0
CC(NC(=O)c1ccc(S(=O)(=O)N(C)C)cc1)c1ccccc1 (stereo not drawn)	7.3	0.3	-1.6	0.3	-8.2	-6.1[20 µM]	-13.1	-0.87	16.1
CCSC1=NC(C)(C)C=C(/C=C/c2ccc(Cl)cc2Cl)N1	15.3	0.5	-8.6	0.1	-4.8	-18.9[20 µM]	-11.8	-0.072	-127.0
CCOC(=O)Nc1ccc(C(=O)Oc2ccccc2)c(O)c1	9.1	0.3	10.3	0.0	-0.3	-4.6	-23.5	0.597	-10.1
N#Cc1c2c(c(Nc3ccccc3)n3c1nc1ccccc13)CCC2	23.5	-0.2	-3.1	-1.0	-6.9	-4.0[20 µM]	8.8	0.197	-92.2
CCOc1ccc(CC(=O)NNC(=S)Nc2ccccc2)cc1Br	-1.7	0.3	3.5	1.2	0.9	-8.3[20 µM]	-13.1	.	7.0
CCOC(=O)CN1C(=O)C(=O)c2cc(C)ccc21	12.7	0.1	-5.3	-0.7	-1.5	-20.8[20 µM]	-8.4	0.691	-14.2
O=C(CCc1nc2ccccc2s1)N1CCN(c2ccccc2)CC1	2.2	0.3	2.2	1.6	4.3	-7.2	-7.3	-1.19	19.6
COc1cccc(C(=O)NC(c2ccccc2)C2CCCC2)c1 (stereo not drawn)	12.8	0.1	1.5	-1.8	1.9	-18.5	-6.7	-0.961	19.8
COc1ccc(/C=C/C(=O)OCC(=O)Nc2ccc(OC)c(S(=O)(=O)N3CCCCC3)c2)cc1	-1.7	0.5	-11.9	3.0	-14.4	-3.8	-45.9	-0.783	-45.9
COc1ccc(NC(=O)C(C)N2C(=O)c3ccccc3C2=O)cc1S(=O)(=O)N1CCOCC1 (stereo not drawn)	-1.4	0.9	-7.0	-0.1	-4.0	0.2	-4.0	0.18	11.4

3 of the entries above in order of the m-calpain inh value, falling.
smiles | TRPML3 agonist | Tb hexokinase | Furin inh | EBV gp42 block | Cl transport mod | m-calpain inh
CCOc1ccc(CC(=O)NNC(=S)Nc2ccccc2)cc1Br | 0.3 | 3.5 | -8.3[20 µM] | -13.1 | . | 7.0
COc1ccc(/C=C/C(=O)OCC(=O)Nc2ccc(OC)c(S(=O)(=O)N3CCCCC3)c2)cc1 | 0.5 | -11.9 | -3.8 | -45.9 | -0.783 | -45.9
N#Cc1c2c(c(Nc3ccccc3)n3c1nc1ccccc13)CCC2 | -0.2 | -3.1 | -4.0[20 µM] | 8.8 | 0.197 | -92.2

(list continues)
SMILES	PPC-1+TRAIL kill	TRPML3 agonist	Tb hexokinase	TRPN1 ag	Thrombin inh	Furin inh	EBV gp42 block	Cl transport mod	m-calpain inh
OCCCc1nc2n(n1)C(c1cccs1)C=C(c1ccc(Br)cc1)N2 (stereo not drawn)	20.4	0.3	-13.4	-1.0	1.2	-13.8	140.7*	.	-154.3
Cc1ccc(-c2csc(NC(=O)/C=C/c3ccco3)c2C(=O)O)cc1	30.8	0.3	-1.4	-0.8	3.0	-21.7	-8.8	-4.4	28.2
CCN1C(=O)C2C(c3ccccc3F)NC(Cc3ccc(O)cc3)(C(=O)OC)C2C1=O (stereo not drawn)	32.2	1.3	6.4	1.2	0.2	-21.6	-22.3	0.913	-14.2
CCOc1ccccc1C1C(C(N)=O)=C(C)Nc2nc(CCCO)nn21 (stereo not drawn)	7.6	0.0	-4.1	1.2	-11.0	-19.8	-0.8	.	4.3
CN=C1SC(CC(=O)NCCc2ccc(OC)c(OC)c2)C(=O)N1C (stereo not drawn)	19.4	-0.4	24.0	-0.1	5.0	-10.6	-15.4	0.671	8.5
O=C1NC(=S)N/C1=C\c1cccnc1	3.4	-0.2	-61.2	-0.3	1.1	1.3	-5.0	1.7	8.1
COc1cc(C(C)=O)ccc1OC(=O)c1cc2cccc(OC)c2oc1=O	6.9	1.3	-22.0	0.9	3.6	-2.8	5.5	-1.81	-21.1
O=C(COC(=O)CCC(=O)c1ccc(F)cc1)Nc1cccc(S(=O)(=O)N2CCCC2)c1	12.0	0.6	-6.1	1.9	-6.5	-30.7	-15.3	-1.75	-2.4
CCN1CCN(C(=O)C(=O)c2c(C)[nH]c3ccccc23)CC1	5.8	0.6	-8.5	2.0	2.4	-15.9	11.1	-0.0275	8.7
COCCCNC(=O)c1c(-c2ccccc2)noc1C	21.0	-0.2	-7.3	0.3	2.6	-6.5	-6.8	.	24.4
CCOc1ccc(NC(=O)CCN2CCN(c3ccccc3)CC2)cc1	12.3	0.6	1.1	0.6	-5.4	-21.4[20 µM]	-13.5	0.00732	-2.7
C/C(=N\N=c1/sc2ccccc2n1C)c1ccc(N2CCOCC2)cc1	28.9	0.4	-10.0	0.0	-7.6	-19.3	-10.8	0.208	-22.2
